Neddylation inh: inhibitors of human cullin neddylation. P61081+Q13564. TR-FRET cullin neddylation, biochemical. calls only at 25 µM. 360,000 tested, 0.58% active; in the data active = inhibition above about 36%
Rpn11 block: blocks the human proteasome subunit Rpn11 | AID 588493 | calls only at 20 µM | O00487 | human 26S proteasome, Ub4-pepOG fluorescence polarization; 20S core pre-blocked with epoxomicin | 360,000 tested, 0.59% active;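 active = inhibition at 20 µM, scaled to each plate's controls, above about 33%, limit read from the data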
MLLE-PAM2 inh: inhibitors of microRNA-mediated deadenylation, human PABP1 MLLE binding. GST-MLLE / FITC-PAM2 fluorescence polarization. inhibition, % at 20 µM. 360,000 tested, 0.36% active; in the data active = inhibition above about 35%, passing the limit was not always enough;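 note: plate controls were DMSO wells with GST-MLLE for no effect and wells lacking GST-MLLE protein for full effect; some results filed as inactive read as strong as hits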
CSN deneddyl inh: CSN deneddylation inhibition. Q92905. Purified CSN, SCF-Nedd8-OG deneddylation, fluorescence polarization. inhibition, % at 12.5 µM. 360,000 tested, 0.38% active. AID 651999;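 active = pattern-corrected inhibition above about 35%, with an unprinted fluorescence ratio check between 0.5 and 1.5, limit read from the data, passing the limit was not always enough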;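 note: 0% = enzyme with substrate and 100% = substrate without enzyme; some results filed as inactive read as strong as hits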
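Test system: Human Csn5 produced in HEK293T cells | Compound: 12.5 µM single point | Times: 90 min, room temperature | Signal: Fluorescence polarization readout | Read-out basis: % inhibition of substrate cleavage by Csn5 | Controls: no-enzyme wells high, enzyme-with-substrate wells low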
MT1-MMP act inh: inhibitors of human MT1-MMP activation; GFP/RFP ratio change, % at 20 µM; P50281; 360,000 tested, 0.061% active; HT1080 RFP-PRO-GFP cells, GFP/RFP ratio fluorescence, overnight; percent of plate control window, DMSO zero;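 active = GFP/RFP ratio change of at least 30% with cell ATP level not reduced by more than half and red fluorescence within 50% of control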; note: strong numbers were not always called active
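Assay system: HT1080 cells carrying an RFP-PRO-GFP reporter | Dosing: Single dose of 20 µM compound, 1% DMSO final | Incubation: Cells overnight before dosing, compound overnight, 37 °C, 5% CO2 | Evaluation: GFP/RFP fluorescence ratio | Control set: DMSO and RFP-L50D-GFP cell wells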
NadD inh: inhibitors of Staphylococcus aureus NadD. purified NadD enzyme, colorimetric absorbance read-out. inhibition, % at 20 µM. 360,000 tested, 0.78% active. AID 602399; in the data active = inhibition above about 26%; note: some compounds past the cut are filed as inactive
SKN-1 block: inhibitors of C. elegans SKN-1 | inhibition, % at 21.8 µM | C. elegans VP596 Pgst-4::GFP/RFP ratio, acrylamide-induced, 24 h | 360,000 tested, 0.49% active;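 active = interference check ratio from 0.5 to 1.5 plus GFP to RFP signal ratio inhibition reaching or exceeding a fixed threshold, cut at about 30% in these data, passing the limit was not always enough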; note: some compounds called inactive have numbers as strong as hits
FAS-TE inh: FAS thioesterase (human) inhibition; P49327; recombinant FAS-TE, OMFH fluorogenic substrate, fluorescence endpoint; inhibition, % at 15 µM; 360,000 tested, 0.67% active; AID 602261;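 active = compounds whose normalised, plate-corrected inhibition of enzyme fluorescence in the single-dose primary screen is 50% or more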;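 note: 0% = DMSO with enzyme and 100% = substrate without enzyme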
Rin1 Abl inh: inhibitors of human Rin1-Abl protein interaction. inhibition, % at 7.35 µM. TR-FRET Rin1/Abl binding, biochemical. P00519+Q13671. 360,000 tested, 0.4% active; in the data active = inhibition above about 5%, passing the limit was not always enough
The depositor's hits bear a star; i = inactive; · = not tested or not shown.

Values run as follows: NadD inh	SKN-1 block	MT1-MMP act inh	Rpn11 block	Rin1 Abl inh	Neddylation inh	FAS-TE inh	CSN deneddyl inh	MLLE-PAM2 inh
COc1ccc(C#Cc2cnc3c(c2)C(=O)N([C@H](C)CO)C[C@@H](C)[C@H](CN(C)C(=O)CN(C)C)O3)cc1
→ 1	4	2	i	1	i	-4	-5	-17
COc1cccc(-c2nc(CS(=O)CC(=O)O)c(C)o2)c1 (centres undefined)
→ 0	5	0	i	2	i	-7	3	20
COc1ccccc1C1CC(=O)Oc2ccc(C(C)(C)C)cc21 (centres undefined)
→ 4	7	3	i	-3	i	19	-6	11
O=C(Nc1ccccc1Sc1ccccc1)C1CCCO1 (centres undefined)
→ -6	7	-1	i	4	i	7	5	-8
CC(C)(c1ccc(O)c([N+](=O)[O-])c1)c1ccc(O)c([N+](=O)[O-])c1
→ 2	2	15	i	-3	i	4	-2	11
Cc1ccc(-n2nc(C(=O)c3ccccc3)n3c(=O)cc(-c4ccccc4)nc23)cc1
→ 19	3	0	i	-1	i	16	4	-7
O=S(=O)(Nc1cccnc1)c1ccc(F)cc1
→ -7	6	-4	i	1	i	-2	5	5
O=C(CSc1nnc(NC(=O)CN2CCOCC2)s1)Nc1ccccc1
→ 0	-11	-5	i	1	i	-12	2	3
COc1ccc(N/C(N)=N/c2nc(C)c(Cc3ccccc3)c(=O)[nH]2)cc1
→ -3	-5	0	i	-1	i	1	-1	-10
COc1ccc(-c2cc(C(F)(F)F)nc(N3CCCCC3)n2)cc1OC
→ 3	21	-5	i	-2	i	25	-6	-8
O=C(NCC1CCCO1)C1CCN(C2CCN(C(=O)CC3CCCC3)CC2)CC1 (centres undefined)
→ 0	0	6	i	0	i	-10	2	-6
Cc1cccc2cc3c(N)c(C#N)sc3nc12
→ 3	23	-30	i	-1	i	8	2	35
Cc1ccc(S(=O)(=O)N(C)C)cc1NC(=O)C1CCCCN1S(=O)(=O)c1ccccc1 (centres undefined)
→ -7	-3	-2	i	5	i	-1	4	19
COc1cc(C(=S)NC2CCCCC2)ccc1O
→ 1	-2	8	i	0	i	-4	-1	28
COc1ccccc1N1CCN(Cc2nc3ccccc3[nH]2)CC1
→ -13	-10	-2	i	2	i	-3	-1	0
CC(=O)Nc1ccc(NC(=O)CCC(=O)OCC(=O)c2cccc([N+](=O)[O-])c2)cc1
→ 0	-8	1	i	-2	i	-6	6	-11
Cc1nonc1OCCNCCNc1ccccc1[N+](=O)[O-]
→ -2	3	2	i	-12	i	3	0	-9
O=C(OCCOCCN=C1NS(=O)(=O)c2ccccc21)c1ccccc1
→ -7	-5	1	i	0	i	-6	2	-4
CCOC(=O)C1CCCN(CCC(=O)Nc2ccc(Br)cc2)C1 (centres undefined)
→ -7	10	2	i	0	i	-2	-3	9
CCN1C(=O)[C@H]2[C@@H](c3ccc(C)cc3)N3C(=O)N(c4cccc(Br)c4)C(=O)[C@@]3(CC)[C@H]2C1=O
→ -1	9	1	i	2	i	-1	0	11
Cc1ccc(N2C(=O)CSC2=S)cc1C
→ 6	0	-3	i	3	i	-1	-9	26
CCn1c(=O)n(CC)c2cc(N3CCCC3)c(NC(=O)c3ccccc3)cc21
→ 2	22	2	i	2	i	-4	2	1
Cc1ccc(Cc2nnc(SCC(=O)Nc3ccccc3Cl)[nH]c2=O)cc1
→ 2	16	0	i	2	i	-2	-5	-9
CCN(CC(=O)Nc1cc(Cl)ccc1C)C(=O)COc1ccccc1F
→ -5	-12	-1	i	1	i	0	-1	11
CCOC(=O)C(CCSC)Nc1nc(Cl)nc(Nc2ccc(Cl)cc2)n1 (centres undefined)
→ 2	-1	-2	i	1	i	10	-1	-9
CC(C)c1nnc(SCC(=O)Nc2ccc3c(c2)OCCO3)n1C
→ -3	8	5	i	1	i	-5	-1	-2
COC(=O)NC1CC2C=CC1C1C=CC21 (centres undefined)
→ -6	3	0	i	2	i	-10	0	-1
COc1cccc(C(=O)NNC(=O)Cc2ccc([N+](=O)[O-])cc2)c1
→ -3	1	1	i	1	i	-1	-6	-1
Cn1c(=O)oc2cc(S(=O)(=O)N3CCCC(C(=O)NCc4ccc5c(c4)OCO5)C3)ccc21 (centres undefined)
→ 3	-11	1	i	1	i	6	-2	13
O=C(Nc1ccc2c(c1)OCO2)c1csc(COCCO)n1
→ 0	-2	0	i	1	i	-5	-1	-3
O=S(=O)(c1ccccc1)c1nc(NCc2cccnc2)sc1Cl
→ 4	5	1	i	-1	i	5	-4	4
CSc1ccc(C2NC(=O)c3c(sc4c3CCN(C)C4)N2)cc1 (centres undefined)
→ 15	18	-39	·	-3	i	-10	46*	-65
Cn1cccc1Cc1nnc(SCC(=O)Nc2ccc3c(c2)OCCO3)n1-c1ccc(F)cc1
→ -1	-5	5	i	-3	i	-2	-2	-8
CC(C)OP(=O)(OC(C)C)/C(C=O)=N\Nc1ccc([N+](=O)[O-])cc1
→ -4	18	8	i	-4	i	9	2	-1
O=c1cc(CSc2nnc(COc3ccccc3)n2-c2ccccc2)c2ccccc2[nH]1
→ 7	17	-5	i	2	i	-5	-8	-10
O=C(NCCc1ccccn1)c1nc(Cn2cc([N+](=O)[O-])cn2)no1
→ -5	-13	1	i	-1	i	3	0	2
CC12CCC(=O)N1C(C(=O)Nc1cccc3ccccc13)CS2 (centres undefined)
→ -4	-27	-2	i	0	i	-4	-2	-1
CNC(=S)NNC(=O)c1sccc1OCc1cccc(C(F)(F)F)c1
→ 4	0	4	i	2	i	-8	1	-81
COc1ccc([N+](=O)[O-])cc1NC(=O)CSc1nc(C)c(C)c(C)n1
→ 6	14	-1	i	-3	i	15	-5	-6
C#CCSc1ncc(-c2ccccc2)cn1
→ -6	90*	5	i	4	i	3	-1	-3
COc1cc(OC)cc(C(=O)N[C@H](C(=O)OCC(=O)N2CCc3ccccc32)C(C)C)c1
→ 2	10	2	i	0	i	3	-1	2
Cc1cc(C)cc(NC(=O)CSc2nnc(CN3CCOCC3)n2C)c1
→ 1	7	0	i	-1	i	-3	-3	2
CCCC(=O)N1CCN(c2ccc(NC(=O)c3ccc(OCC)c([N+](=O)[O-])c3)cc2)CC1
→ -8	-2	2	i	-2	i	-2	2	-8
Cc1ccc(S(=O)(=O)Nc2ccc3c(c2)n(C)c(=O)n3C)cc1
→ -2	-5	14	i	0	i	0	-10	-10
CCOc1ccc(NC(=O)Nc2ccccc2SC)cc1
→ -9	3	2	i	0	i	-23	7	-3
Fc1ccccc1CNc1ncnc2sccc12
→ -3	-2	9	i	1	i	-5	2	-15
CN(C)S(=O)(=O)c1cccc(NS(=O)(=O)c2ccc(Cl)s2)c1
→ -2	-3	1	i	-3	i	-5	1	7
CN(CCOc1ccc(Cl)cc1)C(=O)C1CCN(C(=O)c2ccc(F)cc2)CC1
→ 7	-6	4	i	-1	i	1	-4	8
CCCCCCSc1ccc(-c2nc3ccc(C)cn3c2NCCCC)cc1OC
→ 2	8	3	·	·	·	34	7	·
CC(C)C1C(=O)N(Cc2cn(CCC3OCCCO3)nn2)CCS(=O)(=O)N1Cc1ccc(-c2cccc(CO)c2)cc1 (centres undefined)
→ 7	4	1	i	3	i	-7	-5	-7
Cc1nc2c(c(=O)n1CCC(C)C)c1nc3ccccc3nc1n2CC1CCCO1 (centres undefined)
→ -7	14	6	i	-2	·	13	4	-6
CCc1ccc(C(=O)c2ccccc2C(=O)O)s1
→ 3	23	8	i	-1	i	-10	3	-4
COc1ccc(OC)c(N=Cc2c(O)c3ccccc3oc2=O)c1
→ -5	11	-10	i	0	i	-39	91	126
CCCSc1nc(N)c(C#N)c(-c2ccc(C)cc2)c1C#N
→ -2	9	6	i	-15	i	-1	-5	-31
COc1ccc(N(CC(=O)Nc2cccnc2)S(=O)(=O)c2ccccc2)cc1Cl
→ -1	3	3	i	0	i	5	-2	6
COc1cccc(OCC(=O)NN=C2c3ccccc3-c3ccccc32)c1
→ -6	-20	8	i	-1	i	11	0	9
O=C(COC(=O)CCNS(=O)(=O)c1ccc(Cl)cc1)NCc1ccccc1
→ -1	11	3	i	2	i	-5	1	-26
COc1cccc(OCC(=O)O)c1
→ -2	5	4	i	-1	i	-5	-10	-3
COc1ccc(N2C(=O)N(Cc3ccc(C)cc3)c3ccccc3S2(=O)=O)cc1
→ -8	-11	2	i	5	i	24	0	-16
CCCC(C)C(=O)Nc1ccc(S(=O)(=O)Nc2nccc(C)n2)cc1 (centres undefined)
→ -1	7	3	i	8	i	-9	4	26

A stretch of the results above, for reference:
Values run as follows: NadD inh	SKN-1 block	MT1-MMP act inh	Rpn11 block	Rin1 Abl inh	Neddylation inh	FAS-TE inh	CSN deneddyl inh	MLLE-PAM2 inh
O=S(=O)(c1ccccc1)c1nc(NCc2cccnc2)sc1Cl
→ 4	5	1	i	-1	i	5	-4	4
CSc1ccc(C2NC(=O)c3c(sc4c3CCN(C)C4)N2)cc1 (centres undefined)
→ 15	18	-39	·	-3	i	-10	46*	-65
Cn1cccc1Cc1nnc(SCC(=O)Nc2ccc3c(c2)OCCO3)n1-c1ccc(F)cc1
→ -1	-5	5	i	-3	i	-2	-2	-8
CC(C)OP(=O)(OC(C)C)/C(C=O)=N\Nc1ccc([N+](=O)[O-])cc1
→ -4	18	8	i	-4	i	9	2	-1

(list continues)
Values run as follows: NadD inh	SKN-1 block	MT1-MMP act inh	Rpn11 block	Rin1 Abl inh	Neddylation inh	FAS-TE inh	CSN deneddyl inh	MLLE-PAM2 inh
CC(=O)N1CCOc2ccc(S(=O)(=O)NCC3CCC(C(=O)Nc4ncccc4C)CC3)cc21 (centres undefined)
→ 0	5	1	i	2	i	-8	0	1
Cc1nc2sc(C(=O)Nc3ccccc3Cc3ccccc3)c(C)c2c(=O)[nH]1
→ -6	13	4	i	-5	i	-1	2	4
OCC[C@@H]1C[C@@H](O)[C@H](O)[C@@]2(CCc3ccccc3CO2)O1
→ 0	-2	2	i	3	i	-8	-3	7
CC(=O)c1sc(N/N=C\c2cccc(Br)c2)nc1C
→ -2	5	-90	·	-2	·	17	27	-76
COc1cc(NC(=O)Cn2cnc3c(OCc4ccccc4)ncnc32)cc(OC)c1OC
→ -6	-9	6	i	0	i	4	-5	4
CCC(=O)NC(Cc1ccccc1)c1ccc2c(c1)OCCCO2 (centres undefined)
→ -3	15	-4	i	-1	i	-13	-9	-7
O=C(CCCOc1ccccc1)NN1C(=O)NC2(CCCCC2)C1=O
→ 0	-7	8	i	1	i	-5	-5	3
O=S(=O)(Nc1ccc(C(F)(F)F)cc1)c1cccs1
→ -3	3	-1	i	-1	i	-4	9	7
COCCn1c(=O)[nH]c(=O)c2c(C(F)(F)F)cc(-c3cccs3)nc21
→ 1	12	12	i	-7	·	2	6	0
CC(C)[C@H](NC(=O)OCc1ccccc1)C(=O)OCC(=O)Nc1c(F)cccc1F
→ -6	4	3	i	1	i	-3	2	10
C=CCn1c(SCC2=C(C(=O)OCC)C(C)NC(=O)N2)nnc1C1CCCCC1 (centres undefined)
→ -1	13	4	i	2	i	-6	5	-6
COc1ccccc1-n1cnc2cc(NCc3ccccn3)ccc21
→ 10	7	0	i	-1	i	0	-2	9
COc1cc(CN2C[C@@H](CO)O[C@@H](n3cnc4c(N5CCCC5)ncnc43)C2)cc(OC)c1OC
→ 4	8	1	i	-3	i	-5	0	5
Nc1ccnn1Cc1ccc(Br)s1
→ 3	-2	-2	i	1	i	-4	-10	2
Cc1c(NCc2cccnc2)cccc1C(=O)O
→ -6	-5	-3	i	-5	i	-2	4	-4

Source: PubChem BioAssay (several laboratories)
